Cneo AK release: Cryptococcus neoformans lysis via adenylate kinase release | C. neoformans lysis, adenylate kinase release luminescence, 4 h; normalised: neutral wells 0, clomiphene wells 100 | lysis activity, % at 15 µM | 360,000 compounds, 0.2% hits | AID 651654;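 active means mean lysis activity across replicates of at least 80%, whatever share of replicates individually reach that level; inactive means mean lysis activity below 80%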
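Material – log-phase Cryptococcus neoformans yeast cells · Input – 5 × 10^6 yeast cells/mL · Medium – fresh YPD growth medium · Doses – single compound concentration per well · Timing – static 4 h at 37 °C with compound, 1 h detection · Detection – adenylate kinase release luminescence · Read-out – signal increase indicating cell lysis · Control set – Clomiphene as positive lysis control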
PGC1a acetyl inh: modulators of PGC1a acetylation; U2OS PGC1a acetylation, AlphaScreen anti-acetyl-lysine; with virally co-expressed GCN5 acetyltransferase; inhibition, % at 15.6 µM; 350,000 compounds, 0.17% hits; AID 651687;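 active means every replicate shows inhibition of at least 40%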;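 further: 0% = neutral control wells and 100% = positive control wells; some results beyond the cut were filed as inactive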
PAX8 reporter: PAX8 transcriptional activity inhibition | 360,000 compounds, 1.2% hits | inhibition, % at 12.6 µM | RMG-I TPO-luciferase reporter, SteadyGlo, 24 h;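 active means mean replicate inhibition at least 60% with every replicate also reaching 60%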;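 further: luciferase light reporting Pax8 driven TPO promoter activity; plate controls were median of neutral control wells for no effect and mitoxantrone controls for full effect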
C2C12 statin: suppression of simvastatin myotoxicity; C2C12 myotubes + simvastatin, ATP luminescence, 48 h; scaled: DMSO 0, geranylgeraniol control 100; rescue of ATP level, % at 7.49 µM; 330,000 compounds, 0.78% hits;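 active means mean ATP rescue above about 67%, or every replicate alone reaching that limit, limit read from the data, passing the limit was not always enough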;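 further: myotubes were challenged with 10 µM simvastatin during compound exposure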
ARNT TACC3 PPI: disrupts binding between human ARNT and TACC3 | Q9Y6A5 | AlphaScreen His-ARNT PAS-B/GST-TACC3 binding, luminescence; TACC3 fragment carries E629A point mutation | inhibition, % at 9.99 µM | 390,000 compounds, 0.66% hits;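 active means mean inhibition of replicates at least 50% and at least half of replicates each reaching 50%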;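 further: 0% = complete ARNT plus TACC3 wells and 100% = ARNT alone without TACC3; many hits fall short of the cut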
LGR2 inh: inhibitors of bursicon-induced Drosophila LGR2 receptor cAMP signaling; HEK293 LGR2, CRE-luciferase, bursicon-stimulated, 4 h; inhibition, % at 9.99 µM; 380,000 compounds, 0.35% hits; AID 720647;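 active means drop in luminescence signal, shown as inhibition above about 50% in the replicate tests, limit read from the data, passing the limit was not always enough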;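 further: agonist challenge used bursicon conditioned medium at about half maximal strength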
GSIS activator: primary screen for activators of insulin secretion dependent on glucose, INS-1E cells, GLuc reporter luminescence | INS-1E GLuc reporter insulin secretion, 2-3 h | AID 743287 | 370,000 compounds, 0.61% hits | activation, % at 16.6 µM;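 active means lowest replicate activation of at least 40%, so every replicate reaches that level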;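 further: 0% = median of neutral control wells and 100% = median of IBMX positive control wells; some compounds called inactive have numbers as strong as hits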
PglD inh: blocks C. jejuni PglD acetyltransferase activity; 360,000 compounds, 0.098% hits; inhibition, % at 12.5 µM; purified PglD enzyme, DTNB colorimetric CoA detection; in the data active means inhibition above about 16%, passing the limit was not always enough; further: strong numbers were not always called active
Starred values were filed as active, the others as inactive; . = not tested or not shown.

SMILES	Cneo AK release	PGC1a acetyl inh	PAX8 reporter	C2C12 statin	ARNT TACC3 PPI	LGR2 inh	GSIS activator	PglD inh
S=c1[nH]ncn1NCc1cccc(Br)c1	3	-7	-1	.	.	.	.	1
COc1ccc(CN(C)C[C@@H]2OCCCC[C@H](C)Oc3ccc(NC(=O)Nc4cccc5ccccc45)cc3C(=O)N([C@H](C)CO)C[C@H]2C)cc1	-4	9	80*	.	30	.	-41	2
C[C@@H]1CN([C@H](C)CO)C(=O)c2cc(C#CC(C)(C)O)cnc2O[C@@H]1CN(C)C(=O)CN(C)C	-1	-2	.	-17	-1	-6	22	-2
CC(=O)c1cccc(NC(=O)CC2CCCC2)c1	0	.	-28	-8	31	16	-3	-2
Cc1ccc(S(=O)(=O)N2CCN(C(=O)C(F)(F)F)C2c2ccc(N(C)C)cc2)cc1 (stereo unspecified)	-12	.	-11	45	-5	9	4	-3
C[C@H](CO)N1C[C@H](C)[C@@H](CN(C)S(=O)(=O)c2ccc(Cl)cc2)OCCCC[C@H](C)Oc2ccc(NC(=O)CCC(F)(F)F)cc2C1=O	2	0	-1	.	2	1	-15	0
O/C(=C\c1ccc2ccccc2n1)c1ccc(O)cc1O	1	.	-82	-6	3	-15	.	0
CCOc1ccc(NC(=O)c2ccc(Br)o2)c([N+](=O)[O-])c1	2	-23	-72	-36	-3	.	.	6
O=C(Nc1nc(-c2ccc(S(=O)(=O)N3CCCCCC3)cc2)cs1)c1ccccc1	3	.	13	.	-1	.	.	-2
COc1ccc(CCNC(=O)CSCc2ccc([N+](=O)[O-])cc2)cc1OC	.	.	18	.	-6	34	10	.
CCOC(=O)c1c(NC(=O)CSc2nnc(Cc3ccccc3)o2)sc(C)c1C	-1	.	.	8	2	.	.	2
O=C(CCc1nnc2ccc(N3CCCC3)nn12)Nc1cc(F)ccc1F	-1	-2	0	-5	4	8	21	0
CN(C)C(=O)C[C@@H]1CC[C@H]2[C@@H](COC[C@H](O)CN2S(=O)(=O)c2ccccc2)O1	-1	1	.	2	-4	2	13	0
CCN(C(=O)CSc1nc2scc(-c3ccccc3)c2c(=O)n1C)C1CCS(=O)(=O)C1 (stereo unspecified)	1	-10	9	-5	.	5	3	-2
CCOCCc1nnc(NC(=O)C2CC(=O)N(c3ccc(OCC)cc3)C2)s1 (stereo unspecified)	0	13	10	3	1	2	5	-2
Cc1ccc(-c2c(C(=O)O)c3ccccc3[nH]c2=O)cc1	0	-3	-11	5	-4	-4	14	-3
CC(C)(C)c1ccc(S(=O)(=O)NNC(=O)c2cc3ccccc3[nH]2)cc1	-1	2	1	38	2	-40	-20	-6
Cc1oc2ccccc2c1-c1cn2c(n1)SCC2	-6	8	.	-8	-1	.	-5	-3
COc1cc(C(=O)NNC(=O)c2ccc3c(c2)OCCO3)cc(OC)c1OC	1	-6	5	11	2	-7	2	-1
Cc1nn(-c2ccccc2)c(C)c1NC(=O)COC(=O)c1ccccc1OC(F)F	3	.	2	1	-4	8	17	-5
CCOc1cc(/C=N/n2cnnc2)cc(Br)c1O	0	8	.	-2	16	.	.	5
O=S1(=O)CCOC[C@H](Cc2ccccc2)N1Cc1cccc(Cl)c1	-2	-30	-14	-12	-9	11	-8	-2
Cc1cc(C)cc(C(=O)NCC(=O)OCC(=O)NCc2ccco2)c1	.	.	7	.	-26	4	4	.
Cc1cc(NC(=O)c2ccc3c(c2)C(=O)N(c2cccc(C)c2C)C3=O)no1	3	.	.	2	8	-10	12	-1
Cc1ccccc1NC(=O)CSc1[nH]c(=O)cc(C)c1C#N	0	3	6	-14	0	-8	.	-3
Cc1ccc(N(C(=O)Nc2ccccc2)C2=NCC(C)S2)cc1 (stereo unspecified)	2	.	.	1	-1	-10	2	1
Cc1cc(=O)[nH]c(SCC(=O)NCC2CCCCC2)c1C#N	0	-13	5	-1	-5	12	-6	0
COc1ccc(S(=O)(=O)N2CCOCC2)cc1NC(=O)CCCSc1ccccc1	-1	7	-4	13	.	1	-24	0
COCC(=O)Nc1ccc2c(c1)[C@H]1C[C@@H](CC(=O)NCc3ccc(OC)cc3)O[C@H](CO)[C@H]1O2	6	-3	8	1	-8	-23	-3	1
COCCNc1nc(NCCOc2ccccc2Cl)c2sccc2n1	-2	8	-8	-23	.	13	-22	2
C[C@H](CO)N1C[C@H](C)[C@@H](CN(C)Cc2ccc(C(=O)O)cc2)Oc2ccc(NS(=O)(=O)c3ccc(F)cc3)cc2CC1=O	.	11	-27	.	.	6	5	.
CCC(=O)Nc1nn(C)c2nc3c(C)cccc3cc12	-17	-13	.	-10	-11	.	.	.
COc1ccc2nc(-n3c(C)ccc3C)sc2c1	1	4	.	-6	3	2	0	-5
Cc1ccc(NC(=O)CSCc2cc(=O)n3cc(C)sc3n2)c(C)c1	-1	-11	-22	-12	-3	12	19	2
Cc1cc(C(=O)COC(=O)CNC(=O)c2ccccc2)c(C)n1CC1CCCO1 (stereo unspecified)	.	8	0	.	3	22	-5	.
CC(=O)N/C(=N/c1nc(C)cc(C)n1)Nc1ccc(F)cc1F	3	4	13	-1	-3	2	-13	1
Cc1ccccc1NC(=O)CC1C(=O)Nc2ccccc2N1CC(=O)N(C)C1CCS(=O)(=O)C1 (stereo unspecified)	.	10	-16	0	.	-20	-4	.
C#CCOc1ccc(/C=C2\SC(=S)N(Cc3cccnc3)C2=O)cc1	-5	-7	9	.	-3	-12	44	-2
CCN(CC)CCn1c(=S)[nH]c2cc3c(cc2c1=O)OCO3	3	1	-3	-24	26	.	.	5
C#CCOc1ccc(C2C3=C(COC3=O)Nc3cc4c(cc32)OCO4)cc1OC (stereo unspecified)	.	.	86*	.	-5	-21	2	.
Cc1sc2ncnc(SCc3ccc(C(=O)O)cc3)c2c1C	-1	.	-12	.	-33	19	-11	0
CCOC(=O)CSc1ncc(OC)c(=O)[nH]1	0	.	-17	.	-3	.	.	3
CCc1cnc(N2[C@H](C#N)[C@H](c3ccc(C#CC(C)C)cc3)[C@@H]2CO)s1	0	-7	9	-11	7	1	0	2
CCOC(=O)CCn1cc(F)c(=O)[nH]c1=O	.	.	-17	.	-4	20	8	.
O=C(C1=C[C@@H](c2csc3ccccc23)C[C@@H](OCc2ccc(CO)cc2)O1)N1CCN(Cc2ccccc2)CC1	1	-14	.	.	0	.	.	2
CC1(C)Cc2c(c(N3CCOCC3)nc3snc(N)c23)CO1	0	17	58	.	.	2	8	1
CCOc1ccc(NC(=S)NC(=O)/C=C/c2ccc(OC)cc2)c([N+](=O)[O-])c1	2	5	3	.	-9	26	29	6
CCS(=O)(=O)c1nc(S(=O)(=O)c2ccc(Cl)cc2)c(N2CCN(C)CC2)s1	-3	-2	22	-9	.	-3	11	5
C[C@H](CO)N1C[C@H](C)[C@@H](CN(C)C(=O)c2ccccc2)OCCCC[C@H](C)Oc2ccc(NC(=O)c3ccncc3)cc2C1=O	-1	18	-4	-28	-3	5	1	10
CN(C)c1ccc(/C=N/NC(=O)c2ccc(NC(=O)c3ccccc3)cc2)cc1	.	30	12	.	0	8	-3	.

Carrying on.
SMILES	Cneo AK release	PGC1a acetyl inh	PAX8 reporter	C2C12 statin	ARNT TACC3 PPI	LGR2 inh	GSIS activator	PglD inh
O=C(COC(=O)CNC(=O)c1sc2ccccc2c1Cl)NC1CCS(=O)(=O)C1 (stereo unspecified)	-3	.	3	-1	-9	-11	12	-1
Cc1ccc(C(=O)Nc2ccc(O)cc2C(=O)O)cc1	-13	3	.	9	1	5	19	-5
COCCCNC(=O)Cn1c(=O)n(Cc2ccc(C(=O)NCCc3ccc(OC)c(OC)c3)cc2)c(=O)c2ccccc21	3	-8	-6	-6	2	11	-7	7
COc1ccc(Cc2c(C(C)(C)C)nc3c(C)cc(Br)cn23)c(C)c1	1	17	25	-3	.	-13	6	5
CCOc1cccc(/C=C/c2ccc3cccc(O)c3n2)c1O	-5	.	-70	-2	31	-94	-18	5
O=C(Nc1ccccc1F)N[C@H]1C=C[C@H](CC(=O)N2CCCCC2)O[C@@H]1CO	1	-1	-10	9	-15	3	13	1
COc1ccccc1-n1cnc2cc(NS(=O)(=O)c3ccc(Br)cc3)ccc21	16	.	.	-18	-2	24	-27	3
CC1(c2ccccc2)NC(=O)N(CC(=O)Nc2ccc(C(N)=O)cc2)C1=O (stereo unspecified)	-1	-2	-19	-29	-8	18	8	4
COCCNC(=O)NC12CC3CC(CC(C3)C1)C2	.	.	5	.	0	2	8	.
CC1CCCCC1NC(=O)CCCCCn1c(=S)[nH]c2ccsc2c1=O (stereo unspecified)	-1	.	-2	-5	-1	-3	-3	2
CC(C)CCOc1ccc(-c2c(=O)n(OCc3ccc([N+](=O)[O-])cc3)c3ccccc3[n+]2[O-])cc1	0	-1	.	19	-7	-2	-7	2
O=C1C2C3C=CC(C4CC34)C2C(=O)N1/N=C/c1c[nH]c2ccccc12 (stereo unspecified)	.	106*	-54	11	1	-30	-8	.
O=C(COc1ccc([N+](=O)[O-])cc1)NCc1ccccc1	-4	-19	0	14	-1	.	.	6
CC(C)c1ccc(NC(=O)C2CC3CCC2C3)cc1 (stereo unspecified)	-5	12	-149	-38	-8	-64	-5	-1
Cc1ccc(C)c(S(=O)(=O)N2CCN(C(=O)CSC(=S)N3CCCC3)CC2)c1	.	-11	22	.	2	0	-12	.
Cc1ccc(/C=N/NC(=O)Cc2c[nH]c3ccccc23)c(C)c1	-3	-15	18	17	2	.	.	-1
Cc1cccc(NC(=O)c2ccc(C(=O)c3ccccc3)cc2)n1	-9	.	-187	5	-11	-104	-1	-2
Cc1onc(-c2ccccc2)c1C(=O)NCCc1ccncc1	-1	.	3	1	.	12	25	-6
Cc1cccc2cc(CN(Cc3ccccc3)C(=O)N(C)C)c(=O)[nH]c12	-1	.	8	.	5	.	.	-2
C=CCN=C1S/C(=C\c2ccc(Cl)cc2)C(=O)N1CC=C	-1	-5	-53	.	3	.	.	3

Arranged by length of the SMILES (highest first): part of the list above
SMILES	Cneo AK release	PGC1a acetyl inh	PAX8 reporter	C2C12 statin	ARNT TACC3 PPI	LGR2 inh	GSIS activator	PglD inh
O=C1C2C3C=CC(C4CC34)C2C(=O)N1/N=C/c1c[nH]c2ccccc12 (stereo unspecified)	.	106*	-54	11	1	-30	-8	.
Cc1cccc2cc(CN(Cc3ccccc3)C(=O)N(C)C)c(=O)[nH]c12	-1	.	8	.	5	.	.	-2
O=C(COc1ccc([N+](=O)[O-])cc1)NCc1ccccc1	-4	-19	0	14	-1	.	.	6
Cc1onc(-c2ccccc2)c1C(=O)NCCc1ccncc1	-1	.	3	1	.	12	25	-6

Next entries follow.
SMILES	Cneo AK release	PGC1a acetyl inh	PAX8 reporter	C2C12 statin	ARNT TACC3 PPI	LGR2 inh	GSIS activator	PglD inh
C[C@H](CO)N1C[C@H](C)[C@@H](CN(C)Cc2ccncc2)Oc2cc(C#CCN(C)C)ccc2S1(=O)=O	45	-4	1	-1	2	9	0	2
C=CCC[C@@H](Cc1ccc(F)cc1)C(=O)OC[C@@H](Cc1c[nH]c2ccccc12)NC(=O)[C@H](CC=C)CC(=O)N(CCO)Cc1ccccc1	-3	2	101*	16	-5	43	-6	2
Clc1ccc(NC2=NCCCCC2)cc1	-1	5	.	-8	1	.	.	-1
COc1cccc(S(=O)(=O)N2CCCCN3[C@H](CO)[C@@H](c4ccc(-c5ccccc5)cc4)[C@@H]3C2)c1	-1	-10	2	.	-12	5	-1	-2
CNC(=O)c1cc(C(=O)c2ccc(F)cc2Cl)c[nH]1	0	11	-7	3	-2	2	-11	0
CC(C)CN(C(=O)CN1C(=O)NC2(CCc3ccccc32)C1=O)C1CCS(=O)(=O)C1 (stereo unspecified)	0	-1	21	3	-8	9	2	-2
CC(=O)Nc1ccc(C(=O)N/N=C/c2ccccc2OCc2ccccc2)cc1	-1	6	1	-3	.	-23	-8	1

Screens (PubChem BioAssay)
